Vif inh: HIV Vif inhibition; HEK293T cells, Vif self-association by quenched fluorescence, imaging, 24 h; inhibition, % at 7.49 µM; 340,000 compounds, 0.35% hits; in the data active means inhibition above about 50%, passing the limit was not always enough; further: some results filed as inactive read as strong as hits
Glyco luc inh: N-linked glycosylation inhibition | D54 ERlucT glycosylation luciferase reporter, 24 h; percent of 100 nM tunicamycin response | reporter increase, % at 12.5 µM | 360,000 compounds, 0.23% hits | AID 588692;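 active means mean luciferase reporter signal, scaled so untreated is 0 and the glycosylation-blocking control 100, at or above a set limit in every replicate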;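 further: luciferase carries N-glycosylation sites so blocking glycosylation raises the light; 0% = median of neutral control wells and 100% = median of 100 nM tunicamycin wells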
Granule exo inh: lytic granule exocytosis inhibition; TALL-104 LAMP-1 surface exposure, flow cytometry; cells stimulated with thapsigargin and PMA; AID 651702; 360,000 compounds, 0.66% hits; inhibition, % at 10 µM;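 active means inhibition above about 55%, limit read from the data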
MC4R antag cAMP: human MC4R antagonism in cAMP assay; P32245; MC4R-expressing cells, MTII-stimulated cAMP, LANCE TR-FRET; inhibition, % at 6.5 µM; 360,000 compounds, 0.48% hits; AID 540295;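 active means inhibition above its plate's cutoff, the mean of tested wells on that plate plus 3 SD, cut at about 29% in these data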;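 further: 0% = Melanotan II alone and 100% = Melanotan II plus saturating MCL0020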
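System: U2OS-MC4R stable cell line; Technique: Eu-cAMP/anti-cAMP TR-FRET, emission 671 nm; Repeats: single well per compound; Also added: Melanotan II; Dosing: one concentration, 6.5 µM nominal; Schedule: 30-min compound, 1-h challenge, 1-h detection, room temperature.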
MC4R ag barr: human MC4R agonism via beta-arrestin | activation, % at 8.9 µM | U2OS MC4R beta-arrestin complementation, luminescence; percent of melanotan II response, DMSO zero | P32245 | 360,000 compounds, 0.98% hits;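 active means activation above a per-plate cutoff, the mean activation of sample wells on that plate plus 3 SD, cut at about 8% in these data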
ABCB6 inh 2: blocks the human ABCB6 transporter | 360,000 compounds, 0.19% hits | AID 602162 | fluorescence ratio to DMSO, % at 10 µM | Q9NP58 | K562-ABCB6 porphyrin accumulation, flow cytometry, 1 h; hits give low values;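 active means fluorescence ratio to DMSO below 75%, the collection mean minus 3 SD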;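 further: signal is porphyrin accumulated inside mitochondria; 100% equals median channel fluorescence of DMSO control wells; lower ratio means ABCB6 inhibition with less porphyrin fluorescence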
Target sequence (Q9NP58 whole entry, looked up): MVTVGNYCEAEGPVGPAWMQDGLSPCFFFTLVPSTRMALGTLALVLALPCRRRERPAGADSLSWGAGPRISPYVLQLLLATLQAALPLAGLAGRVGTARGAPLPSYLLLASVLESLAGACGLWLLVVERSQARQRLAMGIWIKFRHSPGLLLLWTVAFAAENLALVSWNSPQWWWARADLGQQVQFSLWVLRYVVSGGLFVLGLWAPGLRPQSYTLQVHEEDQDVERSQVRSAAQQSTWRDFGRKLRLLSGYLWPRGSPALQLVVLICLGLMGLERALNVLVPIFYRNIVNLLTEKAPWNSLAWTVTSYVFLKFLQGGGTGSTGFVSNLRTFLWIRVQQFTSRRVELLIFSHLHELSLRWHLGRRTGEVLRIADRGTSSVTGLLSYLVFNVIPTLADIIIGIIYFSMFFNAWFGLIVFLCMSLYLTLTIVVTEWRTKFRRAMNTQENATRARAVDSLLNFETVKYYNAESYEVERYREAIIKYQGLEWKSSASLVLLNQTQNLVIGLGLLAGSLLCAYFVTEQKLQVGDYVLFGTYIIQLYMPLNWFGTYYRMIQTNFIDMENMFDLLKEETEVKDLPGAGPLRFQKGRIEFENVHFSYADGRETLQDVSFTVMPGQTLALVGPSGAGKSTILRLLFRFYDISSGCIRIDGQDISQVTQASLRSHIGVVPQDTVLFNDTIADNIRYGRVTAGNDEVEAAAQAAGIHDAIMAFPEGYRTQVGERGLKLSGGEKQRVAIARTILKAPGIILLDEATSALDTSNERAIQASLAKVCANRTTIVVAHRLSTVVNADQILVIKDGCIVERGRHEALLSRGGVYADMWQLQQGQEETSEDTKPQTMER
aDG glyco act: increases alpha dystroglycan glycosylation; Pro5-aDG cells, alpha-DG glycosylation AlphaScreen (IIH6); 0% Pro5, 100% B10-LARGE cell signal; activation, % at 10 µM; 360,000 compounds, 0.22% hits;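 active means activation of at least 8% versus controls, or a plate z-score of at least 8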;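 further: Pro5 are CHO cells carrying HIG-tagged alpha-DG that lacks glycosylation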
ABHD5-PLIN5 inh: blocks binding of human ABHD5 to perilipin-5; Q00G26+Q8WTS1; 360,000 compounds, 0.78% hits; AID 602281; Split G. princeps luciferase complementation, luminescence, 4 h; inhibition, % at 4 µM;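 active means inhibition above the mean inhibition across every tested compound plus 3 SD, cut at about 22% in these data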;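 further: 0% = DMSO only wells and the 100% control is not disclosed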
NOD2-RIPK2 inh: inhibitors of human NOD2-RIPK2 interaction. O43353. CHO BLA complementation NOD2-RIPK2, CCF4 ratio. inhibition, % at 4.98 µM. 360,000 compounds, 0.38% hits. AID 624267; in the data active means inhibition above about 21%;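 further: 0% = vehicle only and 100% = reference blocker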
TLR9-MyD88 inh: inhibitors of human TLR9-MyD88 binding; Q9NR96+Q99836; CHO BLA complementation TLR9-MyD88, CCF4 FRET ratio; inhibition, % at 4.98 µM; 340,000 compounds, 0.21% hits;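 active means inhibition above the mean over all tested compounds plus 3 SD, cut at about 21% in these data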;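 further: 0% = DMSO only wells and 100% = clavulanate BLA inhibitor control wells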
Active calls of the source: *; nt = not tested or not shown.

SMILES | Vif inh | Glyco luc inh | Granule exo inh | MC4R antag cAMP | MC4R ag barr | ABCB6 inh 2 | aDG glyco act | ABHD5-PLIN5 inh | NOD2-RIPK2 inh | TLR9-MyD88 inh
CCOc1ccc(C2C(C#N)=C(N)Oc3nc[nH]c(=O)c32)cc1OC (configuration not stated) | 12 | 1 | -2 | 5 | -3.2 | 99 | 0.1 | -7 | 1 | 6
O=C1CCCc2c1cc(C(=O)NC1CCSC1=O)c(=O)n2-c1ccccc1 (configuration not stated) | 0 | 4 | 2 | 2 | -2.8 | 117 | 0.1 | -8 | -2 | -5
Cc1ccc(-c2cc(C(=O)n3cnc4ccccc43)c3ccccc3n2)cc1C | -9 | -5 | 2 | 12 | -2.2 | 102 | 0.0 | 19 | -9 | 1
COc1ccc(OC)c(N(CC(=O)N2CCc3ccccc3C2)S(C)(=O)=O)c1 | -2 | 1 | 4 | -8 | 0.1 | 95 | 0.4 | -3 | -3 | -9
Cn1nccc1C(=O)N1CCCC(Nc2ccc(F)cc2)C1 (configuration not stated) | 9 | 1 | 0 | 4 | 1.1 | 98 | 0.0 | 6 | -5 | 5
Cc1nn(CCC#N)c(NC(=O)c2ccccc2)c1P(=O)(Nc1ccc(Br)cc1)N1CCOCC1 (configuration not stated) | 1 | 1 | 0 | -5 | -1.1 | 97 | 0.2 | -3 | -1 | -57
CCCCC[C@@H]1CCCCC[C@@H](O)C[C@H](O)[C@H](O)/C=C/C(=O)O1 | nt | nt | 4 | nt | nt | 122 | 0.4 | -2 | -11 | nt
O=C(CCC1CCCN(C(=O)Cn2cnnn2)C1)NCc1ccc(F)c(F)c1 (configuration not stated) | -1 | 0 | -6 | 14 | 2.3 | 108 | -0.1 | 7 | -15 | -19
CCOc1ccc(C(=O)Nc2ccc(Cc3ccncc3)cc2)cc1Br | -1 | 2 | 2 | 5 | 2.2 | 97 | -0.2 | 0 | 1 | 4
COc1cc2c(cc1OC)C(c1ccccc1)N(C(=O)C(C)(C)C)CC2 (configuration not stated) | -7 | 4 | 9 | -4 | -0.1 | 100 | 0.1 | 2 | -14 | 5
O=C(NC1CCCCC1)C1CCCN(S(=O)(=O)c2cnc[nH]2)C1 (configuration not stated) | 15 | -1 | 4 | 10 | -0.3 | 104 | -0.1 | 2 | 1 | 2
CCN(CC(=O)Nc1ccc(Cl)c(C(F)(F)F)c1)CC(=O)NC1CCS(=O)(=O)C1 (configuration not stated) | 2 | 2 | -3 | 7 | -0.4 | 96 | -0.2 | 3 | -4 | 6
CN1CCN(S(=O)(=O)c2cc(C(F)(F)F)ccc2Cl)CC1 | 0 | 0 | -3 | 2 | 0.4 | 98 | -0.2 | -3 | -8 | 4
COC(=O)CN1C(=O)C2(C(C#N)=C(N)Oc3cc(C)oc(=O)c32)c2ccccc21 (configuration not stated) | nt | 1 | -2 | 2 | 0.2 | 112 | -0.1 | -2 | -19 | 4
COc1ccc(NC(=O)CN2C(=O)C(C)Oc3ccccc32)cc1OC (configuration not stated) | -2 | -1 | 2 | 5 | -0.8 | 99 | 0.0 | 5 | 6 | 2
CC(C(=O)NN=C(c1ccccc1)c1ccccc1)N1CCCC1 (configuration not stated) | 14 | -1 | 0 | 3 | -3.0 | 91 | 0.8 | 3 | 6 | 6
CSC[C@H]1CN(CCc2ccccc2)C(=O)[C@@H]1CC(=O)Nc1ccc(Br)cc1 | 0 | 1 | 4 | 2 | 5.2 | 92 | -0.1 | -5 | 0 | -12
Cc1ccc2nc(/C(C#N)=C\c3ccc(OC(=O)c4cccs4)cc3)[nH]c2c1 | nt | -3 | 4 | 1 | -0.8 | 106 | -0.4 | 5 | 5 | 6
Cc1noc(C)c1CSCC(=O)Nc1ccccc1N1CCCCC1 | -9 | -2 | 2 | -3 | -1.1 | 92 | 0.5 | 6 | 12 | -3
COc1ccc(N(Cc2cc3cc(OC)ccc3[nH]c2=O)C(=O)c2cccnc2)cc1 | -3 | 3 | 0 | -1 | -0.6 | 94 | -0.1 | 2 | -5 | -16
Nc1ncnc2c1ncn2[C@@H]1O[C@H](C(=O)N2CCN(c3nc4ccccc4o3)CC2)[C@@H](O)[C@H]1O | 9 | 0 | 1 | nt | nt | 96 | 0.0 | 0 | -3 | nt
O=C(O)CCSc1nnc(-c2ccncc2)n1-c1ccccc1 | 1 | 2 | 0 | 2 | -0.7 | 96 | 0.0 | -2 | -6 | 1
O=C(O)CCc1nn2cc(-c3ccccc3)nc2[nH]c1=O | 5 | 0 | 0 | 7 | 1.5 | 103 | 0.0 | 1 | 19 | 11
Cc1cc(=O)oc2c1c(C)nn2-c1ccc(Br)cc1 | -3 | -1 | -1 | -4 | 1.5 | 101 | -0.1 | 4 | -9 | 3
CN(C)/C=C1\SC(=S)N(N2C(=O)C3C4C=CC(C4)C3C2=O)C1=O (configuration not stated) | -1 | 0 | -2 | 8 | -0.9 | 95 | -0.4 | 1 | -9 | -3

Single records, from the list above.
`CN1CCN(S(=O)(=O)c2cc(C(F)(F)F)ccc2Cl)CC1` across the screens: Vif inh: 0; Glyco luc inh: 0; Granule exo inh: -3; MC4R antag cAMP: 2; MC4R ag barr: 0.4; ABCB6 inh 2: 98; aDG glyco act: -0.2; ABHD5-PLIN5 inh: -3; NOD2-RIPK2 inh: -8; TLR9-MyD88 inh: 4
`CCN(CC(=O)Nc1ccc(Cl)c(C(F)(F)F)c1)CC(=O)NC1CCS(=O)(=O)C1` (configuration not stated) across the screens: Vif inh: 2; Glyco luc inh: 2; Granule exo inh: -3; MC4R antag cAMP: 7; MC4R ag barr: -0.4; ABCB6 inh 2: 96; aDG glyco act: -0.2; ABHD5-PLIN5 inh: 3; NOD2-RIPK2 inh: -4; TLR9-MyD88 inh: 6

More records.
SMILES | Vif inh | Glyco luc inh | Granule exo inh | MC4R antag cAMP | MC4R ag barr | ABCB6 inh 2 | aDG glyco act | ABHD5-PLIN5 inh | NOD2-RIPK2 inh | TLR9-MyD88 inh
COc1ccc(C)cc1N(C(=O)CNC(=O)c1ccco1)C(C(=O)NCC1CCCO1)c1ccccc1 (configuration not stated) | -4 | -1 | -8 | -5 | -0.6 | 92 | -0.1 | -5 | -8 | 3
c1cncc(-c2nnc(-c3cccnc3)nn2)c1 | -2 | 4 | 17 | -3 | -1.3 | 97 | 13* | -11 | -3 | -1
COc1ccccc1/C=C/C=N/NC(=O)CN1CCN(S(=O)(=O)c2ccc(C)cc2)CC1 | -6 | 0 | -3 | 8 | -0.2 | 99 | 0.2 | 1 | -7 | 1
Cc1c(NC(=O)c2cccc(NC(=O)c3ccco3)c2)cccc1C(=O)O | 9 | -1 | 1 | 4 | -2.4 | 100 | 0.0 | 2 | -2 | -3
COc1ccc(CCNC(=O)/C=C/C(=O)O)cc1OC | -3 | 1 | -6 | -3 | -3.4 | 93 | 0.9 | 1 | -14 | 4
Cc1ccccc1C(=O)Nc1ccc(C(=O)N/N=C/c2ccc(O)c(Br)c2)cc1 | 4 | -1 | -2 | 3 | -3.0 | 105 | -0.1 | 0 | -1 | 5
CCCCn1c(N)c(N(CC)C(=O)c2ccc(C)cc2)c(=O)[nH]c1=O | 9 | 0 | -2 | 12 | -0.3 | 91 | 0.0 | -2 | -11 | -9
CSc1ccc(CNC(=O)Cc2ccc(NC(=O)C3=C(C)OCCS3)cc2)cc1 | 4 | 13 | -10 | -7 | 1.1 | 106 | -0.2 | -3 | 6 | -9
O=C1N(Cc2cccnc2)C[C@@H]2C[C@@H](c3ccccc3C#Cc3ccccc3)N3CCC[C@@]123 | 10 | 0 | 0 | -4 | 0.7 | 91 | 0.7 | -4 | 0 | -2
c1ccc2sc(-c3ccncc3)nc2c1 | 7 | 2 | -6 | 11 | -1.0 | 103 | 0.2 | -1 | -9 | 1
COc1ccc(NC(=O)N2CCC(c3ccccc3)C2)c(OC)c1 (configuration not stated) | -5 | -2 | 44 | 6 | -0.5 | 98 | 1.2 | 0 | -7 | -6
CC1(C)CC(=O)c2cc(C(=O)O)c(=O)n(-c3ccccc3)c2C1 | -12 | 5 | 0 | 3 | -1.4 | 102 | -0.3 | -3 | -3 | 11
O=C(CCSc1nccn1Cc1ccccc1)N1CCOCC1 | 11 | -2 | -2 | 21 | -0.1 | 108 | -0.3 | 7 | -8 | -11
CC1CCN(CCc2nc3cc(NC(=O)COc4ccc(Cl)cc4)ccc3n2C)CC1 | 2 | -9 | 24 | -3 | 0.9 | 102 | 0.6 | 23* | 5 | 8
Cc1ccc(S(=O)(=O)N2CCC[C@H]2C(=O)OC(C)C(=O)Nc2ncc(Cl)cc2Cl)cc1 (some centres not stated) | -5 | 2 | -1 | 5 | -0.5 | 103 | -0.1 | 1 | 1 | -5
Cc1ccc(CN2CCN(/N=C/c3sccc3C)CC2)c(C)c1 | -1 | 1 | 0 | -3 | -2.9 | 99 | -0.2 | -7 | 4 | -7
Cc1cc(C)nc(N2CCC(C(=O)O)CC2)n1 | 8 | 1 | 1 | 0 | -0.3 | 96 | 0.0 | 2 | -7 | 1
COc1nc(-c2cccc([N+](=O)[O-])c2)nc2ccccc12 | -12 | 2 | 4 | 0 | -2.5 | 93 | -0.3 | -1 | -2 | nt
COc1cccc(/C=N/n2nnnc2N)c1 | 4 | 2 | 1 | -7 | -0.7 | 101 | 0.0 | 0 | 1 | -1
COc1ccc(N2CCN(C(=O)CSc3nnc(COc4cccc5cccnc45)o3)CC2)cc1 | 14 | 0 | 2 | 12 | -0.8 | 96 | 0.1 | 3 | -1 | -7
CNc1ccn(C2CCCO2)c(=O)n1 (configuration not stated) | 3 | 1 | -4 | 0 | -1.8 | 100 | 0.0 | -5 | -13 | 5

Nothing new here: 2 of the compounds above.
SMILES | Vif inh | Glyco luc inh | Granule exo inh | MC4R antag cAMP | MC4R ag barr | ABCB6 inh 2 | aDG glyco act | ABHD5-PLIN5 inh | NOD2-RIPK2 inh | TLR9-MyD88 inh
COc1ccc(N2CCN(C(=O)CSc3nnc(COc4cccc5cccnc45)o3)CC2)cc1 | 14 | 0 | 2 | 12 | -0.8 | 96 | 0.1 | 3 | -1 | -7
CNc1ccn(C2CCCO2)c(=O)n1 (configuration not stated) | 3 | 1 | -4 | 0 | -1.8 | 100 | 0.0 | -5 | -13 | 5

Compound activity: PubChem BioAssay, several laboratories

These rows are one share of the data; the hit share may differ from the screen's.
